BRCA1 expr act: qHTS Assay to Identify Small Molecule Activators of BRCA1 Expression; Potency, µM (top dose mostly 46.1 µM), inactives show at the top dose activation, most hits filed as activators; AID 624202, 2012; MCF7-BRCA1-FFLuc reporter, luminescence, 48 h; response scale: scaled: vehicle 0%, 10 µM genistein 100%; 380,000 compounds, 1.1% hits; further: potency means the concentration at half of the fitted maximal effect; nearly all actives have a fitted effect of over 80% in size; some results filed as inactive show a strong effect at the top dose
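Activators of BRCA1 expression were detected as increased firefly luciferase luminescence in engineered MCF7 cells after 48 h compound incubation. Signals were scaled to genistein 10 microM as full activation.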
TSG101-PTAP inh: qHTS Assay for Iinhibitors of HIV-1 Budding by Blocking the Interaction of PTAP/TSG101; Tumor susceptibility gene 101 protein (Homo sapiens), Q99816; Fluorescence polarization, FITC-PTAP peptide / Tsg101 binding; Potency, µM (top dose mostly 115 µM), without a hit: at the highest dose activity change, negative = inhibition, most hits filed as inhibitors; 340,000 tested, under 10 active; AID 493005, 2010; active means well fitted inhibition curve with a large enough effect in the main read-out, with a control signal flat, not every such curve was filed as active; inconclusive means small, poorly fitted or top-dose-only effect, or effect the other way, or a change in a side signal; inactive means no such curve, though single readings can be large or run the other way; further: potency means the concentration at half of the fitted maximal effect; % of control where 0% means no effect
Target sequence (Q99816 whole entry, looked up): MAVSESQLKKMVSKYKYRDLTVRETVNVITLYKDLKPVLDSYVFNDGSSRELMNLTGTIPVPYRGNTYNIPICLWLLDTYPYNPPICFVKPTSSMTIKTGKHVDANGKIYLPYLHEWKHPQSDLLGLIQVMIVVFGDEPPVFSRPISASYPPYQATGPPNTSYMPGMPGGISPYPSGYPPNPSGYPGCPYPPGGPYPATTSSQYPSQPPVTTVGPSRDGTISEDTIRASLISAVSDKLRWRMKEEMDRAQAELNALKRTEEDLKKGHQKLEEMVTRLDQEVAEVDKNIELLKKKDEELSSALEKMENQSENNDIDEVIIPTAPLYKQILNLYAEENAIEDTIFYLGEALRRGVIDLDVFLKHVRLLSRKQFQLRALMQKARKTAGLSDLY
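Tsg101 binding domain (10 uM final) was mixed with compound and a FITC-labeled PTAP peptide (50 nM final) in HEPES pH 7.5 buffer with NaCl, Tween 20, EDTA and TCEP; fluorescence polarization was read after 20 min at r.t.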
TRPV1 ag: HTS Assay for Compounds that Act as Agonists of the Vanilloid Receptor 1; Transient receptor potential cation channel subfamily V member 1 (Homo sapiens), Q8NER1; 320,000 compounds, 0.19% hits; activation, % at 8.33 µM; AID 540275, 2011; TRPV1-expressing cells, Fluo-8 calcium influx, agonist mode; in the data active means activation above about 80%; inconclusive means between about 30% and that limit; further: 0% is about no effect
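Fluo-8 calcium influx in TRPV1-expressing cells, kinetic read (ex 480/em 520 nm). Compound added and read 3 min for agonist activity, followed by capsaicin at EC20 final and 2 min further read for enhancement.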
p53 reactivator: qHTS assay for re-activators of p53 using a Luc reporter; H1299 p53-A138V BP100-luciferase reporter, luminescence, 24 h; Potency, µM (highest dose often 92.2 µM), for inactives: top-dose activity change, positive = activation, usual class: activators; 320,000 compounds, 0.063% hits; further: potency means the concentration at half of the fitted maximal effect; % of control where 0% means no effect; nearly all actives have a fitted effect of over 45% in size
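p53-null H1299 cells stably carrying temperature-sensitive p53-A138V and a BP100-luciferase reporter were pinned with compounds (4-point, 1:5 series) and held 24 hrs at 37 deg C. Luminescence was read 10 min after detection reagent.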
B2AR arrestin: qHTS assay of beta-arrestin-biased ligands of beta2-adrenergic receptor; AID 492947, 2010; Potency, µM (titrated, usually from 46.1 µM), without a hit: at the highest dose activation, hits mostly activators; 330,000 compounds, 0.02% hits; beta-arrestin recruitment to beta2AR, cell-based reporter; Beta-2 adrenergic receptor (Homo sapiens), P07550;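 further: potency means the concentration at half of the fitted maximal effect; 0% = DMSO controls and full agonism = EC100 isoproterenol or metaproterenol; nearly all actives have a fitted effect of over 65% in size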
Target sequence (P07550 whole entry, looked up): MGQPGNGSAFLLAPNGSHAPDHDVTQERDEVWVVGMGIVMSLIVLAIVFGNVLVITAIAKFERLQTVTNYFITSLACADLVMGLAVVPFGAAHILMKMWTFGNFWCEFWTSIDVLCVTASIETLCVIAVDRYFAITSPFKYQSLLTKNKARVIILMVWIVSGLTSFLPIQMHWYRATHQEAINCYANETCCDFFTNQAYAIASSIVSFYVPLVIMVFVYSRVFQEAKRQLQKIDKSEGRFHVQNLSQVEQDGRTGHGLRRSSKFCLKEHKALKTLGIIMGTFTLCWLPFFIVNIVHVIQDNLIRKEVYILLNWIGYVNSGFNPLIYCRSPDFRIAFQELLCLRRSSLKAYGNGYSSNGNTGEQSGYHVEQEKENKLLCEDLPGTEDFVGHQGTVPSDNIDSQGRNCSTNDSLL
Integrin act MD: qHTS for Activators of Integrin-Mediated Alleviation for Muscular Dystrophy | alpha7betagal myoblasts, beta-gal FDG fluorescence, 48 h | Potency, µM (top dose mostly 38.3 µM), for inactives: at the top dose activation, actives largely listed as activators | 350,000 compounds, 0.064% hits | AID 624291, 2012;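 further: potency means the concentration at half of the fitted maximal effect; 100% = response of the positive control SU9516; nearly all actives have a fitted effect of over 60% in size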
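alpha7betagal+/- myoblasts (passage 13, 250/well) treated 48 h at 37C with compounds at 1:260 dilution of DMSO stock. Lysed, then beta-galactosidase activity read as FDG fluorescence (ex 480/em 540) after 30 min, with pre-read for autofluorescence.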
Eya2 phos inh: qHTS Assay for Inhibitors of the Phosphatase Activity of Eya2. recombinant Eya2, OMFP fluorescence dephosphorylation (OMFP is methylfluorescein phosphate). Protein phosphatase EYA2 (Homo sapiens), O00167. Potency, µM (titrated, usually from 76.9 µM), for inactives: at the highest dose activity, negative = inhibition, hits mostly inhibitors. 330,000 compounds, 0.006% hits; further: potency means the concentration at half of the fitted maximal effect; on the % scale 0 is the no-effect control and ±100 the full control effect
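Eya2 protein (added as 0.2 uM solution) was preincubated with compound for 10 min at ambient temperature in 50 mM HEPES pH 7.5, 50 mM NaCl, 5 uM MgCl2, 0.05% BSA, 1 mM DTT. OMFP (added at 50 uM) then reacted 10 min; fluorescence read at 485/525 nm.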
uPA generation: qHTS for Inhibitors of Cell Surface uPA Generation; cell surface uPA generation assay, qHTS; Potency, µM (top dose mostly 38.3 µM), inactives show top-dose activity change, negative = inhibition, most hits filed as inhibitors; 330,000 compounds, 0.31% hits; active means well fitted inhibition curve with a large enough effect; inconclusive means small, poorly fitted or top-dose-only effect; inactive means no such curve, though single readings can be large or run the other way; tested in mouse RAW 264.7 cells; further: potency means the concentration at half of the fitted maximal effect; on the % scale 0 is the no-effect control and ±100 the full control effect; nearly all actives have a fitted effect of over 55% in size
ELG1 genotox: qHTS screen for small molecules that induce genotoxicity in human embryonic kidney (HEK293T) cells expressing luciferase-tagged ELG1; HEK293T ELG1-luciferase reporter, luminescence, 16 h; Potency, µM (doses to about 46 µM), without a hit: top-dose activity change, positive = activation, usual class: activators; 330,000 compounds, 1.3% hits; AID 504466, 2011; further: potency means the concentration at half of the fitted maximal effect; % of control where 0% means no effect; nearly all actives have a fitted effect of over 60% in size
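Genotoxic stress is detected as increased luminescence from luciferase-tagged ELG1 in HEK293T cells, measured with ONE-Glo after a 16 hr treatment at 37 °C.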
USP2a inh: qHTS Assay for Inhibitors of Ubiquitin-specific Protease USP2a Using CHOP2 as the Reporter; Ubiquitin carboxyl-terminal hydrolase 2 (Homo sapiens), O75604; USP2 core, Ub-CHOP2 coupled fluorogenic reporter, 485/531; Potency, µM (series often up to 38.3 µM), without a hit: at the top dose activity change, negative = inhibition, hits mostly inhibitors; 330,000 compounds, 0.01% hits; AID 463254, 2010;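 further: potency means the concentration at half of the fitted maximal effect; plate controls were DMSO wells for no effect and full inhibition by NEM control for full effect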
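Deubiquitinase activity read as fluorescence (485/531 nm) after Ub-CHOP2 cleavage activates the enterokinase reporter on its substrate; USP2 core 10nM, Ub-CHOP2 and substrate 25nM each, 30min compound preincubation then 60min RT; data normalized to NEM, curves fitted.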
ASM inhibitor: Inhibitors of Secretory Acid Sphingomyelinase (S-ASM): qHTS | 340,000 compounds, 0.006% hits | placental ASM, HMU-PC fluorogenic substrate, 60 min | Potency, µM (highest dose often 57.5 µM), for the others: top-dose activity change, negative = inhibition, actives largely listed as inhibitors; further: potency means the concentration at half of the fitted maximal effect
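HMU-PC0 cleavage (9 uM final) by human placental ASM, 60 min at 37 °C following 10 min compound exposure at RT; stopped at pH 10, fluorescence Ex 386/Em 447 nm.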
Numbers without * were called inactive; ? = inconclusive; . = not tested or not shown; [ ] = dose if it differs, or a comment. Unless noted, the call rests on the fitted dose curve; in most records, active means well fitted curve in the direction sought with a large enough effect; inconclusive means small, poorly fitted or top-dose-only effect, or another doubt; inactive means no such curve, though single readings can be large; an effect the other way counts as inactive or inconclusive.

The line under a structure holds: BRCA1 expr act	TSG101-PTAP inh	TRPV1 ag	p53 reactivator	B2AR arrestin	Integrin act MD	Eya2 phos inh	uPA generation	ELG1 genotox	USP2a inh	ASM inhibitor
COc1cccc(CN(C(=O)c2cccs2)C2CCS(=O)(=O)C2)c1 (stereo unspecified)
→ 15%	-3%	-3	6%	0.1%	-7%	12%	-5%	2%	1%	-2%
Nc1ncnc(Sc2ccccc2)c1[N+](=O)[O-]
→ -35%	-2%	-4	?	-0.4%	-11%	-16%	16%	-3%	0%	3%
COc1cc(S(=O)(=O)Nc2ccc3c(c2)C(=O)N(C)C3=O)ccc1NC(C)=O
→ 3%	-8%	.	3%	0.3%	5%	-5%	-1%	1%	1%	5%
Cc1ccc(-c2cc(-c3nnc(SCC(=O)NCC(C)C)n3N)c3ccccc3n2)cc1
→ 18%	-4%	-1	-1%	-1.5%	-14%	5%	-6%	1%	-1%	-8%
CCOC(=O)c1ccn(CSc2c(F)c(F)cc(F)c2F)n1
→ 1%	-3%	-1	-7%	-0.1%	-19%	25%	1%	-1%	2%	7%
S=c1[nH]nc(COc2ccccc2)n1/N=C/c1ccc(Br)cc1
→ -2%	-2%	?	-6%	-0.2%	-31%	0%	-10%	1%	-14%	-12%
O=C(CN(C(=O)CNC(=O)c1ccco1)c1ccccc1F)NC1CCCCC1
→ -15%	-14%	5	-2%	-0.3%	-11%	5%	-10%	-7%	-3%	-1%
C=CCNC(=O)C(=O)NCC(c1ccc2c(c1)OCO2)N1CCOCC1 (stereo unspecified)
→ 13%	0%	-3	-2%	-0.4%	-25%	-3%	3%	0%	2%	6%
O=C1CCCc2c1nn(-c1ccccc1)[n+]2[O-]
→ 0%	1%	0	-10%	-0.1%	-7%	6%	.	0%	-1%	0%
CC(=O)NC(=S)Nc1ccccc1N1CCN(C(=O)c2ccccc2)CC1
→ -25%	-4%	20	9%	-0.1%	-29%	-5%	3%	-10%	3%	-2%
Cc1ccc(SCCC(=O)Nc2cccnc2)cc1
→ 10%	0%	?	-2%	-0.2%	-46%[inhibitor]	4%	0%	0%	4%	0%
CCOC(=O)c1ccc(NC(=O)C2CCCO2)cc1 (stereo unspecified)
→ 92%	-12%	2	?	-0.8%	15%	-18%	-2%	27%	1%	-3%
CC(=O)c1cc2c(cc1NC(=O)c1c(-c3ccccc3)noc1C)OCO2
→ -9%	-4%	1	6%	-0.2%	-2%	8%	-2%	4%	1%	34%[activator]
Cc1ccc(-n2c(SCC(=O)NCC3CCCO3)nc3n[nH]c(C)c3c2=N)cc1Cl (stereo unspecified)
→ -48%	-7%	1	-20%	-0.6%	12%	-31%	-13%	-16%	3%	-11%
Cc1ccc(S(=O)(=O)NN2C(=O)c3ccccc3NC2c2cccc(O)c2)cc1 (stereo unspecified)
→ -2%	2%	1	-2%	0.0%	-15%	2%	4%	9%	1%	4%
Cc1ccc(C2Nc3cccc4cccc(c34)N2)cc1
→ -44%	-1%	-2	.	-0.5%	?	-5%	2%	5%	2%	-3%
COc1cc2nc(-c3ccc(Br)o3)oc(=O)c2cc1OC
→ -5%	-3%	-5	1%	-0.1%	-9%	-7%	0%	6%	-1%	1%
CCn1cc(/C=N/NS(=O)(=O)c2ccc(OC)cc2)c(C)n1
→ -8%	-1%	-6	-1%	-1.0%	23%	3%	4%	-1%	-3%	2%
CCOC(=O)C1CCN(CC(O)COC(CC)c2ccccc2)CC1 (stereo unspecified)
→ -5%	2%	-1	-6%	0.1%	30%	4%	-3%	-3%	-1%	1%
Cc1ccc2c(CN3CCN(CCO)CC3)cc(=O)oc2c1
→ 3%	-7%	-2	-10%	3.2%	-15%	14%	0%	-1%	1%	2%
CN(C)CC/C=C1/c2cc(F)ccc2Sc2ccc(Cl)cc21
→ 0%	-3%	.	.	.	-76%[inhibitor]	.	2%	.	.	-3%
COC(=O)c1sccc1-c1ccc(C(N)=O)o1
→ .	.	-6	-4%	0.0%	.	-4%	.	1%	9%	.
CC(Sc1ccccc1)C(=O)N(CCC#N)Cc1cccnc1 (stereo unspecified)
→ -20%	1%	-3	0%	0.3%	1%	3%	1%	15%	0%	1%
CCCOc1c(OC)cccc1C1CC(=O)Nc2cc3c(cc21)OCCO3 (stereo unspecified)
→ -71%	-3%	?	9%	0.3%	-21%	-13%	-12%	2%	3%	-1%
COc1cc(/C=C(\C#N)c2nc3ccccc3n2C)cc(OC)c1O
→ -12%	0%	25	?	0.3%	?	7%	0%	-8%	9%	-9%
CCN(CC(=O)Nc1c(F)cccc1F)C(=O)c1ccc(-c2ccccc2)cc1
→ -21%	-3%	2	-11%	0.6%	-10%	-6%	1%	-6%	0%	-2%
CC(Oc1ccccc1F)C(=O)NCCN1CCCCC1 (stereo unspecified)
→ -7%	-3%	2	-5%	-1.2%	-17%	-9%	2%	-1%	0%	2%
Cn1c(CNC(=O)OC(C)(C)C)n[nH]c1=S
→ 0%	0%	-1	3%	-0.2%	6%	-5%	2%	2%	3%	-2%
COc1ccc(NC(=O)c2ccc(-c3ccccc3)cc2)cc1S(=O)(=O)N1CCOCC1
→ -13%	-5%	-2	2%	-0.2%	-6%	-2%	4%	-1%	2%	-3%
Cc1cccc(NC(=O)c2cc3c(n(-c4ccccc4)c2=O)CCCC3=O)n1
→ 16%	0%	-3	-4%	-0.1%	-17%	-26%	-2%	0%	2%	-1%
COc1ccc(C)cc1NC(=O)N1CCC(CO)(CC2CCCCO2)CC1 (stereo unspecified)
→ -6%	-2%	1	-2%	-1.1%	1%	11%	1%	1%	3%	1%
CC(C)CNC(=S)N(CCCO)Cc1cc2cc3c(cc2[nH]c1=O)OCCO3
→ -20%	0%	1	.	0.0%	5%	3%	-4%	3%	1%	39%[activator]
CCC(C)Nc1nc(N)c([N+](=O)[O-])c(NC2CCCCC2)n1 (stereo unspecified)
→ -70%	-5%	2	0%	-0.4%	2%	-7%	-7%	8%	-3%	-9%
Cn1c(=O)c2c(nc(SCCN3CCCCC3)n2C)n(C)c1=O
→ 3%	-2%	2	-1%	-0.8%	1%	12%	7%	0%	0%	-1%
Cc1ccc(CNC(=O)C2CCN(S(=O)(=O)c3ccc4c(c3)OCCCO4)CC2)cc1
→ -3%	-4%	5	?	0.0%	5%	13%	-1%	-1%	1%	4%
Cc1ccccc1-c1nc2cc(Cl)ccc2c(=O)o1
→ 0%	-2%	1	7%	-0.9%	-4%	?	17%	0%	0%	4%
COc1ccc(N2CCN(S(=O)(=O)c3cc4c(cc3C)N(C(C)=O)CCO4)CC2)cc1
→ -3%	-2%	0	12%	0.0%	11%	-6%	7%	-3%	-1%	4%
CC1(C)Cc2ccccc2C(NN=C2CCCC2)=N1
→ 2%	-4%	9	1%	-0.3%	0%	6%	.	-3%	2%	9%
Cc1nc(NCCc2ccccc2)sc1C(=O)N(C)C
→ ?	-3%	-1	?	0.0%	6%	-3%	3%	?	-1%	3%
COc1ccc(NS(=O)(=O)c2ccc(C)c(C(=O)OC(C)C(=O)N3CCOCC3)c2)cc1 (stereo unspecified)
→ -12%	-7%	1	3%	-0.4%	-45%	-10%	1%	-2%	-1%	-2%
CN(C)CCCNc1ncnc2c1cnn2Cc1ccccc1Cl
→ -19%	-1%	-1	-4%	-0.5%	-8%	-20%	0%	2%	1%	3%
Cc1ccc(F)cc1NC(=O)C1C2CCC(O2)C1C(=O)O (stereo unspecified)
→ 0%	-5%	1	.	-0.3%	-6%	-21%	?	11%	1%	0%
Cc1ccc(S(=O)(=O)CC(O)CN2CCCC2=O)cc1 (stereo unspecified)
→ 3%	-1%	.	4%	0.3%	-9%	8%	4%	-2%	1%	3%
Cc1cccc(NC(=O)c2ccc(NC(=O)c3ccccc3Br)cc2)c1
→ -1%	-10%	29	6%	0.5%	-21%	-8%	10%	-15%	3%	-12%

Source: PubChem BioAssay
